High-throughput results from PubChem.
MT1-MMP act inh – inhibitors of human MT1-MMP activation. AID 651647. GFP/RFP ratio change, % at 20 µM. HT1080 RFP-PRO-GFP cells, GFP/RFP ratio fluorescence, overnight; percent of plate control window, DMSO zero. actives 0.061% (n = 360,000). P50281;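 active = GFP/RFP ratio change of at least 30% with cell ATP level not reduced by more than half and red fluorescence within 50% of control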; also: strong numbers were not always called active
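Assay system: HT1080 RFP-PRO-GFP cells | Dosing: 20 µM single dose, 1% DMSO | Incubation: Cells overnight before dosing, compound overnight, 37 °C, 5% CO2 | Evaluation: GFP/RFP fluorescence ratio | Control set: DMSO-only wells and HT1080 RFP-L50D-GFP cell wells as references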
Rpn11 inh – blocks the human proteasome subunit Rpn11. O00487. human 26S proteasome, Ub4-pepOG fluorescence polarization; 20S core pre-blocked with epoxomicin. calls only at 20 µM. actives 0.59% (n = 360,000). AID 588493;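 active = inhibition at 20 µM, scaled to each plate's controls, above about 33%, limit read from the data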
Target sequence (O00487 whole entry, looked up): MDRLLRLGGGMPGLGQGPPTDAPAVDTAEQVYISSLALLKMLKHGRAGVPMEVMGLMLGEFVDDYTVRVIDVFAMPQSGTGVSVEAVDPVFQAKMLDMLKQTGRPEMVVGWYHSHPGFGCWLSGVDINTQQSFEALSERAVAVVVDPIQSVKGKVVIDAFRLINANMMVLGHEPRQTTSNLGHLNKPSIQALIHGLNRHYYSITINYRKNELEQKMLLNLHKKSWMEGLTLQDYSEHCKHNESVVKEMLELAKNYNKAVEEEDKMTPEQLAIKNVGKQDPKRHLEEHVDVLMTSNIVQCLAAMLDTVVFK
NadD block – blocks S. aureus nicotinate mononucleotide adenylyltransferase. AID 602399. inhibition, % at 20 µM. purified NadD enzyme, colorimetric absorbance read-out. actives 0.78% (n = 360,000); in the data active = inhibition above about 26%; also: some compounds past the cut are filed as inactive
SUMO1-SIM PPI – SUMO1-SIM interaction modulation. SUMO1 binding to a labelled peptide, TR-FRET, 1 h. AID 602429. inhibition, % at 20 µM. actives 0.33% (n = 360,000). P63165; in the data active = inhibition above about 37%
Target sequence (P63165 whole entry, looked up): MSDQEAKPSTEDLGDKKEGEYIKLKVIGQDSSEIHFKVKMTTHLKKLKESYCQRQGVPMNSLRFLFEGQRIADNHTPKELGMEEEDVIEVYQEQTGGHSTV
Scp-1 inhibitor – Scp-1 (human) phosphatase inhibition; Q9GZU7; Recombinant Scp1, phosphopeptide, malachite green phosphate absorbance; inhibition, % at 20 µM; actives 0.88% (n = 340,000);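 active = inhibition above about 50% at 20 µM, limit read from the data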;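 also: plate controls were DMSO wells with enzyme for no effect and wells lacking enzyme for full effect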
Target sequence (Q9GZU7 76-261 limits assumed): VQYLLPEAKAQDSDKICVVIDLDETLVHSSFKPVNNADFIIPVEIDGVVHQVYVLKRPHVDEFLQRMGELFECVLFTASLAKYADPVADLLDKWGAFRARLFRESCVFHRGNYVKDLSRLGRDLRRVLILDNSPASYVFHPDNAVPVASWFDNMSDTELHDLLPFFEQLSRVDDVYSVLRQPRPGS
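Assay system: SCP-1 catalytic fragment, aa 76-261 | Buffer or medium: Tris acetate buffer pH 5.5 with MgCl2 and Tween-20 | Compound: One concentration, 20 µM, with 1.0% DMSO | Also added: Phospho 17-mer peptide substrate | Signal: Absorbance at 630 nm | Incubation: 45 min enzyme reaction at room temperature | Measure: % inhibition of SCP-1 phosphate liberation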
NRP1-CendR mod – alters CendR peptide binding to human NRP-1. inhibition, % at 25 µM. actives 0.85% (n = 360,000). AID 602438. FAM-RPARPAR peptide binding to NRP-1, fluorescence polarization. O14786;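 active = inhibition or corrected inhibition above about 18%, plus a signal ratio from 0.5 to 1.5, limit read from the data, passing the limit was not always enough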; also: strong numbers were not always called active
LMPTP block – blocks human LMPTP phosphatase | P24666 | recombinant LMPTP-A, OMFP fluorogenic substrate, fluorescence intensity | actives 0.22% (n = 360,000) | inhibition, % at 20 µM;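 active = compounds that cut the enzyme signal by at least half of the control window in the single-dose screen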;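 also: plate controls were DMSO wells with enzyme plus substrate for no effect and substrate without enzyme for full effect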
Target sequence (P24666 whole entry, looked up): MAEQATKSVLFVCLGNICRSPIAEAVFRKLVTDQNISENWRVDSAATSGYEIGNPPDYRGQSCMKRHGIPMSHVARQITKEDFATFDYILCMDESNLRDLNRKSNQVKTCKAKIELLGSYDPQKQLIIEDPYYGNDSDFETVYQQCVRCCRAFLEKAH
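Assay system: LMPTP-A, protein tyrosine phosphatase of low molecular weight / Medium: pH 6.0 Bis-Tris buffer with DTT and Triton X-100 / Schedule: 50 min enzyme reaction at room temperature, protected from light / Measured by: endpoint fluorescence intensity from OMFP dephosphorylation / Read-out basis: % inhibition relative to no-enzyme and uninhibited control wells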
STEP block – STEP (human) phosphatase inhibition | recombinant STEP, OMFP fluorogenic substrate, fluorescence | inhibition, % at 20 µM | actives 0.25% (n = 360,000) | AID 588621;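 active = inhibition at 20 µM, scaled per plate between control wells, above about 37%, limit read from the data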;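 also: 0% = DMSO with enzyme and substrate and 100% = substrate only without enzyme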
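Measure: Control-normalized % inhibition with plate pattern correction | Test system: STEP phosphatase, cell-free reaction | Medium: pH 6.0 Bis-Tris with DTT and Tween 20 | Technique: Fluorescence, 480/540 nm | Times: Reaction 20 min, ambient temperature | Doses: Single compound dose of 20 µM, 1% DMSO final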
SKN-1 block – C. elegans SKN-1 inhibition; C. elegans VP596 Pgst-4::GFP/RFP ratio, acrylamide-induced, 24 h; inhibition, % at 21.8 µM; actives 0.49% (n = 360,000);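 active = interference check ratio from 0.5 to 1.5 plus GFP to RFP signal ratio inhibition reaching or exceeding a fixed threshold, cut at about 30% in these data, passing the limit was not always enough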; also: some compounds called inactive have numbers as strong as hits
DNMT1 inh – DNMT1 (human) enzyme inhibition. P26358. AID 588458. inhibition (reported as % activation of signal), % at 10 µM. DNMT1 molecular beacon, Hinp1I cleavage, fluorescence. actives 0.83% (n = 360,000); in the data active = inhibition above about 50%
The depositor's hits bear a star; i = inactive; . = no result given; & = joins results of further samples.

Sequence of screens – MT1-MMP act inh | Rpn11 inh | NadD block | SUMO1-SIM PPI | Scp-1 inhibitor | NRP1-CendR mod | LMPTP block | STEP block | SKN-1 block | DNMT1 inh
CCc1ccc(OCC(=O)NCCN(C)C)c(Br)c1
    4 | i | -2 | -1 | 0 | 9 | -2.2 | 0 | -2 | 2
O=[N+]([O-])c1ccc2[nH]c(O)c(N=NC(=S)Nc3cccnc3)c2c1
    16 | i | 14 | 6 | 14 | -6 | 6.0 | 2 | 2 | -5
CCOCCCN1CN(Cc2ccccc2)CNC1=S
    -1 | i | 3 | 0 | 6 | 3 | -1.4 | -1 | -5 | 1
O=C(Cc1cn2ccsc2n1)NCCc1ccc(F)cc1
    -6 | i | 5 | 5 | -2 | 18 | -2.4 | 2 | -13 | 0
Cc1ccc2nc(-c3cccc(N)c3)oc2c1
    4 | i | -7 | -1 | -7 | 12 | -0.6 | -6 | 7 | -6
CCOc1ccc(/C=N/NC(=O)Cc2cccs2)cc1
    1 | i | -1 | -3 | 3 | -7 | -1.0 | -1 | -7 | 1
CCC(Sc1nc2ncccc2[nH]1)C(=O)NC1CCC(C)CC1 (stereo not drawn)
    -4 | i | -5 | -3 | -7 | 13 | -2.2 | 0 | -12 | 2
CCCCCCc1cc2cc(S(=O)(=O)c3ccc(C)cc3)c(=O)oc2cc1O
    -5 | i | 11 | 1 | -12 | -21 | 1.8 | -1 | 9 | -12
COc1ccc(C(=O)c2c3ccccc3[n+]([O-])n2CCCN)cc1
    3&4 | i | 1&-7 | -10&-12 | -4&-5 | -7&14 | -2.8&-2.2 | 1&-2 | -6&9 | 6&-20
CC(=O)c1ccc(OCCCC(=O)OCC(=O)Nc2c(C)nn(-c3ccccc3)c2C)cc1
    1 | i | -2 | -5 | -9 | 9 | -0.4 | 0 | -10 | 0
Cc1ccccc1OCC(=O)O/N=C(\N)c1ccncc1
    2 | i | -3 | 4 | -3 | -2 | 0.3 | 5 | 14 | 1
CC(C)=NNC(=O)C1=NNC(=O)C1
    1 | i | 5 | -1 | -15 | -2 | -2.0 | 1 | -4 | 0
CCc1ccccc1NS(=O)(=O)Cc1ccccc1
    0 | i | 3 | 0 | -7 | 19 | 0.1 | -2 | 9 | 3
CCOC(=O)c1c(NC(=O)C(F)(OC)C(F)(F)F)sc2c1CCN(C)C2 (stereo not drawn)
    -2 | i | -2 | -7 | 6 | -2 | 0.0 | -2 | -1 | 0
C=CCn1c(SCC(=O)NCC(=O)OCC)nnc1-c1ccccn1
    0 | i | 1 | -1 | -3 | -8 | -0.4 | 4 | 9 | -1
N#Cc1cnn2cc(-c3ncc(C(F)(F)F)cc3Cl)cnc12
    0 | i | -7 | -2 | -3 | 6 | -1.9 | -2 | -7 | 1
CN(C)C(=O)Oc1cccc([N+](C)(C)C)c1
    2&-3 | i | -3&-2 | 20&1 | -14&-1 | 6&-4 | -1.8&-1.0 | 5&-3 | 9&-4 | 3&0
CCc1ccc(NC(=O)c2ccc3c(c2)C(=O)N(Cc2ccco2)C3=O)cc1
    -5 | i | 20 | -5 | 5 | -30 | 1.5 | 3 | 7 | 10
CC1CCN(C(=O)COC(=O)/C=C/c2ccc(Br)o2)CC1
    -3 | i | 10 | -13 | -4 | 8 | 8.3 | 1 | -3 | 23
COc1ccc(NC(=O)COCC(=O)Nc2ccc(C)cc2)cc1
    7 | i | -4 | 3 | 9 | -1 | -0.4 | -5 | 26 | 7
COc1cccc(/C=C2/SC(=S)N(CCC(=O)N3CCOCC3)C2=O)c1
    -1 | i | -1 | -19 | -10 | 1 | -0.1 | 2 | -3 | -2
O=C(NC1CCN(Cc2ccccc2)CC1)c1cccc(NS(=O)(=O)c2ccc(Br)cc2)c1
    0 | i | 2 | -2 | -13 | 11 | -0.4 | 4 | -4 | 0
COc1ccc(OC)c(NC(=O)Cn2c(=O)n(CC3CCCO3)c(=O)c3cc(OC)c(OC)cc32)c1 (stereo not drawn)
    -5 | i | 2 | 2 | -3 | 3 | -0.4 | 0 | -9 | -2
N#C/C(C(=O)NCc1ccccc1)=C1/SC(Cc2ccc(Cl)cc2)C(=O)N1c1ccccc1 (stereo not drawn)
    -13 | i | 3 | -2 | -3 | 1 | 0.7 | -2 | 7 | -6
O=C(CSc1nc2[nH]ncc2c(=O)[nH]1)Nc1ccc(Cl)c(Cl)c1
    -5 | i | -1 | 22 | 1 | 3 | 0.3 | 0 | -13 | 0
O=C(CCc1nnc2ccc(NCc3ccc(Cl)cc3)nn12)NC1CCCCC1
    -3 | i | -2 | 3 | -7 | 8 | -1.5 | -2 | 10 | 10
CCSc1nc(=O)n(-c2ccccc2)c(C)c1C(C)=O
    2 | i | -2 | 4 | -4 | -3 | -0.7 | -3 | 10 | 5
Cc1ccc(-c2nc3cc(N)ccc3o2)c(C)c1
    -3 | i | -5 | 0 | -5 | -5 | -0.5 | 1 | -10 | -10
O=C(COc1ccc(Cl)cc1)N1CCN(c2ncccn2)CC1
    -4 | i | -2 | 1 | -2 | 3 | -3.2 | -8 | -13 | -1
Cc1ccccc1NC(=O)Cc1nc(COC(=O)C(C)(C)Oc2ccc(Cl)cc2)cs1
    3 | i | -9 | -2 | . | -5 | 1.4 | 1 | 0 | 5

Nothing new here: an excerpt of the list.
Sequence of screens – MT1-MMP act inh | Rpn11 inh | NadD block | SUMO1-SIM PPI | Scp-1 inhibitor | NRP1-CendR mod | LMPTP block | STEP block | SKN-1 block | DNMT1 inh
CCc1ccc(OCC(=O)NCCN(C)C)c(Br)c1
    4 | i | -2 | -1 | 0 | 9 | -2.2 | 0 | -2 | 2
O=[N+]([O-])c1ccc2[nH]c(O)c(N=NC(=S)Nc3cccnc3)c2c1
    16 | i | 14 | 6 | 14 | -6 | 6.0 | 2 | 2 | -5

Continued:
Sequence of screens – MT1-MMP act inh | Rpn11 inh | NadD block | SUMO1-SIM PPI | Scp-1 inhibitor | NRP1-CendR mod | LMPTP block | STEP block | SKN-1 block | DNMT1 inh
CC1=CC(C)C2C(=O)N(CCC[N+](C)(C)C)C(=O)C2C1 (stereo not drawn)
    2 | i | 3 | -3 | 22 | -12 | -4.1 | -8 | -8 | -2
Cc1c(C(=O)NCCc2ccccc2)oc2ccc(S(=O)(=O)N3CCC4(CC3)OCCO4)cc12
    1 | i | -3 | 2 | -5 | -6 | 0.1 | 1 | -16 | -3
COc1ccc(CNC(=O)c2c(F)c(F)c(F)c(F)c2F)cc1
    6 | i | -3 | 3 | -7 | -6 | 0.3 | 0 | 0 | -1
O=C(Nc1cc(C(F)(F)F)ccc1Cl)C(NCc1ccccc1)c1ccccc1 (stereo not drawn)
    -18 | i | 2 | -3 | -8 | -3 | 3.4 | 3 | 13 | 9
COCC(C)OC(=O)/C(C#N)=C\c1coc2ccc(C)cc2c1=O (stereo not drawn)
    -5 | i | 6 | 0 | -7 | 132 | -0.1 | 0 | 4 | 3
Cc1cc(=O)[nH]c(N/N=C/c2ccc(-c3ccc(F)cc3)o2)n1
    0 | i | -3 | -28 | -6 | -5 | 1.2 | 3 | 13 | -1
CCN(C(=O)Cn1nc(C)n2c(cc3cc(C)ccc32)c1=O)c1ccccc1
    -2 | i | 3 | -5 | -11 | 10 | 0.5 | -2 | -10 | 2
CCOc1ccc(N=Cc2ccccc2O)cc1
    1 | i | 0 | -1 | -13 | -6 | -1.4 | 3 | 9 | -3
COc1ccccc1CNC(=O)COC(=O)c1ccc(Cl)nc1
    -3 | i | 2 | 2 | 1 | 7 | -0.7 | 2 | 2 | 2
COc1cc2c(C#CCCO)c(-c3ccsc3)oc(=O)c2cc1OC
    1 | i | -11 | -9 | 0 | -30 | 0.5 | 1 | 0 | -6
Cc1ccc(C)c(S(=O)(=O)N2CCN(C(=O)Cc3c(F)cccc3Cl)CC2)c1
    -2 | i | -8 | 3 | -3 | -17 | 0.7 | 1 | -21 | 0
O=C(O)c1ccc(OCc2occc2C(=O)O)cc1
    -4 | i | 5 | -1 | 6 | 13 | -1.7 | -1 | 15 | 17
CC(OC(=O)Cn1cnc2c1c(=O)n(C)c(=O)n2C)C(=O)c1ccccc1 (stereo not drawn)
    0 | i | -2 | 1 | -3 | -12 | -0.8 | 0 | 6 | 1
CC(=O)N1Cc2ccccc2CC1C(=O)O (stereo not drawn)
    -5 | i | 2 | 5 | 13 | 2 | -1.4 | -5 | -16 | -2
CC(=O)c1ccc(C(=O)NC2CCCN(Cc3ccccc3F)C2)cc1 (stereo not drawn)
    9 | i | -2 | 2 | -1 | 15 | -1.9 | -3 | 20 | 9

A few values from the list:
`CCc1ccccc1NS(=O)(=O)Cc1ccccc1` in NadD block has 3
`COc1ccccc1CNC(=O)COC(=O)c1ccc(Cl)nc1` in Scp-1 inhibitor has 1

New compounds follow
Sequence of screens – MT1-MMP act inh | Rpn11 inh | NadD block | SUMO1-SIM PPI | Scp-1 inhibitor | NRP1-CendR mod | LMPTP block | STEP block | SKN-1 block | DNMT1 inh
O=C(NCc1ccccn1)Nc1cccc(Cl)c1Cl
    1 | i | 1 | -1 | -2 | 6 | -0.8 | -1 | 3 | 2
OCCCn1c(C2CCCN2c2nc(-c3ccc(F)cc3)cs2)nc2cc(Cl)c(Cl)cc21 (stereo not drawn)
    -1 | i | 16 | 0 | -2 | 3 | 6.5 | 3 | 11 | -15
CCN(CC)S(=O)(=O)c1ccc(Cl)c(NC(=O)COc2ccccc2[N+](=O)[O-])c1
    4 | i | -5 | 3 | -10 | -8 | 1.4 | -3 | 5 | 18
COc1cccc(C(=O)NC2CC3CCCC(C2)N3S(=O)(=O)c2ccccc2)c1 (stereo not drawn)
    -2 | i | -6 | -1 | -4 | 9 | -1.6 | -1 | -10 | 21
O=C(OCC(=O)N1CCCC1)c1cc(=O)c2ccccc2o1
    1 | i | -1 | -21 | 2 | -3 | -0.8 | -1 | -6 | 1

Some of the entries so far, with bars between the fields.
SMILES | MT1-MMP act inh | Rpn11 inh | NadD block | SUMO1-SIM PPI | Scp-1 inhibitor | NRP1-CendR mod | LMPTP block | STEP block | SKN-1 block | DNMT1 inh
CCOc1ccc(/C=N/NC(=O)Cc2cccs2)cc1 | 1 | i | -1 | -3 | 3 | -7 | -1.0 | -1 | -7 | 1
Cc1ccc(-c2nc3cc(N)ccc3o2)c(C)c1 | -3 | i | -5 | 0 | -5 | -5 | -0.5 | 1 | -10 | -10
CC1=CC(C)C2C(=O)N(CCC[N+](C)(C)C)C(=O)C2C1 (stereo not drawn) | 2 | i | 3 | -3 | 22 | -12 | -4.1 | -8 | -8 | -2
CCSc1nc(=O)n(-c2ccccc2)c(C)c1C(C)=O | 2 | i | -2 | 4 | -4 | -3 | -0.7 | -3 | 10 | 5

Compounds were not picked by outcome. About 3.9% of those tested had a hit in this group.
